Screening results (PubChem)
TTR transcr act – activators of transthyretin transcription; SH-SY5Y TTR promoter Gaussia luciferase, luminescence; 100% = recombinant luciferase protein wells; activation, % at 16.7 µM; hit rate 1.3% among 92,000;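 active = activation above the mean of all tested compounds plus 3 SD, cut at about 9.5% in these data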;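 note: cells exposed to compounds for one day before reading; 0% = median of all test compound wells on the plate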
An asterisk follows results filed as active. Some of the compounds tested. The share of hits here may be higher or lower than overall.

cpd	Molecule	TTR transcr act
1	Cc1ncoc1C(=O)N1CCCC(C(=O)c2cccc(C(F)(F)F)c2)C1 (stereo unspecified)	-0.3
2	COC(=O)c1nc(N)sc1-c1ccccc1	-0.3
3	CCOC(=O)N1CCC(N2CCCC(CO)(Cc3ccccc3C)C2)CC1 (stereo unspecified)	-0.5
4	CCOc1cc(CO)cc(Br)c1OCC(N)=O	-0.3
5	CC1(C)N=C(SCC(=O)Nc2ccccc2)C(c2ccc(Cl)cc2)=N1	-2.3
6	C[C@@H]1CN([C@@H](C)CO)C(=O)CCCn2cc(nn2)CO[C@H]1CN(C)C(=O)Nc1ccc(-c2cccs2)cc1	-1.0
7	C=CCOc1cccc(C2C(C(=O)c3ccc(C)o3)=C(O)C(=O)N2CCN(C)C)c1 (stereo unspecified)	1.2
8	Oc1ccc(Cl)cc1CNCC1CCCCC1	1.5
9	C[C@H]1[C@@H](NC(=O)c2cccc(N(C)C)c2)CC[C@@]23CCCN2C(=O)CCC[C@@H]13	-0.7
10	Cc1cccc(N2CCN(C(=O)CCNS(=O)(=O)c3ccc4c(c3)CCC(=O)N4)CC2)c1C	-2.7
11	O=C(CCCN1C(=O)c2cccnc2C1=O)Nc1ccccc1F	-1.7
12	CN1CCN(c2nc3c(c(=O)[nH]c(=O)n3C)n2CCSc2nnnn2-c2ccccc2)CC1	0.5
13	COc1cccc(NC(=O)CNC(=O)c2ccc(C)cc2)c1	2.2
14	Cc1cc(C)cc(NC(=S)N(C)C)c1	-0.7
15	Cc1cccc(N2O[C@H]3C=C[C@@H]2C3)n1	-0.8
16	CC(C)CNC(=O)Cn1nc(C(F)(F)F)c2c1CCCC2	-0.6
17	COc1ccc(/C=C/C(=O)c2ccccc2)c(OC)c1	-0.2
18	CSc1sc(C(=O)N(C)C)c2c1S(=O)(=O)N(C)c1ccccc1-2	-0.4
19	CCCCN1C(=O)C(CC(=O)NC2CCCC2)CC(C(=O)N2CCOCC2)=C1C (stereo unspecified)	-1.1
20	CC(C)CN1C(=O)C[C@]2(C(=O)N(C)c3ccc(NC(=O)C(F)(F)F)cc32)C1c1ccccc1 (stereo partly specified)	-0.9
21	CCOC(=O)C1C(c2ccc(C)o2)NC(=O)NC1(O)C(F)(F)F (stereo unspecified)	0.4
22	CCOc1ccccc1NC(=O)Cn1nnc(C(=O)NCCc2ccc(OCC)c(OCC)c2)c1N	3.5
23	O=C(Cc1n[nH]c(=O)c2ccccc12)OCC(=O)c1ccccc1	-1.6
24	CC(NC(=O)c1ccccc1F)c1ccccc1 (stereo unspecified)	-1.0
25	C[C@H](CO)N1C[C@H](C)[C@@H](CN(C)S(=O)(=O)c2ccccc2)Oc2ccc(NC(=O)NC3CCCCC3)cc2C1=O	-0.7
26	CC(C)C(=O)Nc1nnc(S(=O)(=O)N2c3ccccc3CC2C)s1 (stereo unspecified)	0.0
27	Cc1ccc(-n2c(SCC(N)=O)nc3c([nH]c4ccccc43)c2=O)cc1	-1.6
28	COC(=O)[C@]12C[C@H](CC(=O)NCCCCc3ccccc3)C(=O)N(Cc3cccc4ccccc34)C1=C[C@H](COCc1ccccc1)O[C@@H]2C	-1.5
29	COC(=O)c1ccc(C)c(NC(=O)CCCN2C(=O)CN(C)C2=O)c1	0.1
30	Cc1cnc(CNC(=O)c2csc([C@@H]3C[C@H](O)[C@@H](CO)O3)n2)cn1	2.9
31	Cc1csc(N(C)C(=O)CSc2nnc(COc3ccccc3C)o2)n1	-3.0
32	Cc1cc(C(=O)CSc2nnnn2-c2ccc(O)cc2)c(C)n1Cc1ccc2c(c1)OCO2	-2.6
33	O=C(NN=C1CCN(Cc2ccccc2)CC1)c1cc(Br)ccc1O	-2.1
34	CC(C)[C@H](COC=O)NC(=O)[C@H]1O[C@@H](n2ccc(N)nc2=O)[C@H](O)[C@@H]1O	-0.8
35	CC1=CC(C)(C)N(C(=O)CN2C(=O)CCC2=O)c2ccc(C)cc21	0.0
36	O=C(O)CC1S/C(=N/N=C/c2ccc(-c3ccc(Cl)cc3[N+](=O)[O-])o2)NC1=O (stereo unspecified)	-2.8
37	O=C(NC(=S)Nc1ccc(Cc2ccncc2)cc1)c1ccccc1F	-1.9
38	COc1ccc(Sc2ncnc3onc(C)c23)cc1	0.2
39	COc1cccc(NC(=O)Cn2nnc(C(=O)NCCc3ccccc3)c2N)c1	1.2
40	COC(=O)C(C)NC(=O)C(C)NC(=O)OCc1ccccc1 (stereo unspecified)	1.2
41	O=C(CCc1ccc(S(=O)(=O)NCCc2ccccc2)cc1)Nc1ccc2c(c1)OCCO2	1.4
42	O=C(CSc1nn(-c2ccccc2)c(=S)s1)NC(=O)NCc1ccco1	-1.5
43	O=C(CCc1ccccc1)Nc1ncc([N+](=O)[O-])s1	-3.9
44	CCCCn1nc2cc(C(=O)N[C@H](C)C3CCCCC3)ccc2c1OCC	12*
45	O=C(COC(=O)c1cc2ccccc2cc1O)Nc1cccnc1Cl	-0.6
46	Cn1cnc(CCNC(=O)C[C@H]2CC[C@@H]3[C@H](COC[C@H](O)CN3C(=O)C3CCCC3)O2)c1	-0.3
47	Cc1noc(C)c1S(=O)(=O)N(C)C[C@@H]1OCc2cnnn2CCCC(=O)N([C@H](C)CO)C[C@@H]1C	-1.5
48	O=C(COc1ccc(-n2cnnn2)cc1)Nc1ccc(F)c(Cl)c1	-1.7
49	O=C(CC1(O)C(=O)N(CN2CCOCC2)c2ccccc21)c1ccccc1 (stereo unspecified)	2.4
50	Cc1noc(C)c1S(=O)(=O)Nc1ccc(O)c2c(=O)cc(-c3ccccc3Cl)oc12	5.8

(further entries)
cpd	Molecule	TTR transcr act
51	O=C(NC(C(=O)c1ccccc1)n1cnccc1=O)c1ccccc1 (stereo unspecified)	-2.4
52	C/C(CC(=O)Nc1ccc(Cl)cc1C(F)(F)F)=N\NC(=O)c1cccs1	-0.8
53	CCOC(=O)[C@]12CCCC=C1N(CCCOC)C(=O)[C@@H]2CC(=O)N1CCCC1	3.3
54	COC(=O)c1c(C)[nH]c(C(=O)OCC(=O)c2ccc(C)s2)c1C	-0.8
55	O=C(N/N=C/c1cccs1)c1cc(-c2ccc3ccccc3c2)n[nH]1	-0.4
56	O=C(CS(=O)(=O)Cc1ccccc1)Nc1ccc(S(=O)(=O)N2CCOCC2)cc1	0.3
57	Cc1ccc(CS(=O)Cc2ccc(C(=O)NC3CCCC(C)C3C)o2)cc1 (stereo unspecified)	-2.3
58	CCC(=O)c1ccc(SC(=O)N(C)C)cc1O	1.3
59	O=C(Nc1ccc2c(c1)OCO2)c1ccc(S(=O)(=O)NCC2CCCO2)cc1 (stereo unspecified)	-1.8
60	CCOc1ccc(NC(=O)Nc2ccc(N(C)C(C)=O)cc2)cc1	-1.1
61	CCOC(=O)c1c(-c2ccccc2)[nH]c2ccc(O)cc12	-3.8
62	CC(C)(C)c1ccc(/C=C/C(=O)N2CCOCC2)cc1	-1.9
63	C[C@H]1CN(C2CCCCC2)C(=O)[C@@H]1CC(=O)NCc1ccccc1	1.9
64	Cc1c(-c2ccccc2)n[nH]c1C(=O)N=Nc1c(O)[nH]c2ccccc12	-3.7
65	CCOc1ccc(NC(=O)C(CC(=O)O)Cc2ccc(C)cc2)cc1 (stereo unspecified)	-0.8
66	CCOc1ccc(-c2nnc(NC3=NCCCCC3)o2)cc1	-4.9
67	CCn1c(=O)c(CCC(=O)NCC2CCCO2)c(C)c2c(C)nn(-c3ccc(C)cc3)c21 (stereo unspecified)	-1.0
68	Cc1cc(NC(=O)CCC(=O)N(CC(=O)NC2CCCC2)c2cccc(F)c2)no1	1.0
69	O=C1C2C(c3ccccc3)C=CC(c3ccccc3)C2C(=O)N1c1cccnc1 (stereo unspecified)	1.6
70	Cc1ncc([N+](=O)[O-])n1Cc1ccc(Br)cc1	-0.2
71	Cc1cccc(C(C)(C)C)c1OCCn1ccnc1	-2.2
72	CNC(=O)C[C@@H]1C(=O)N(c2ccc(OC)cc2)CC1(C)C	3.2
73	CC(NC(=O)C(=O)N/N=C\c1cccc([N+](=O)[O-])c1)c1ccccc1 (stereo unspecified)	1.9
74	CC1Oc2ccccc2N(CC(=O)Nc2ccc3c(c2)OCO3)C1=O (stereo unspecified)	-0.2
75	CC(=O)c1c(C)[nH]c(C(=O)OC(C)C(=O)NC2CCCCC2)c1C (stereo unspecified)	-0.9
76	COc1cccc(NC(=O)N(C2CCCCC2)C(C)c2cccs2)c1 (stereo unspecified)	13*
77	O=C(CN1C(=O)CSCC1=O)NCc1ccc(F)cc1	0.2
78	CCn1ccnc1CN(C)Cc1nc(-c2cccc(Cl)c2)no1	1.0
79	COc1ccc(-c2noc(CCC(=O)N3CCN(c4ccccc4OC)CC3)n2)cc1	2.7
80	CCN(CC)S(=O)(=O)c1ccc2nnn(O)c2c1	0.1
81	CCCCN(S(=O)(=O)c1ccccc1)S(=O)(=O)c1ccccc1	-0.2
82	Cc1ccc(S(=O)(=O)N2CCN(C(=O)C3CCCO3)CC2)cc1 (stereo unspecified)	3.1
83	O=C(N/C(=C/c1cccc([N+](=O)[O-])c1)C(=O)N1CCCCCC1)c1ccco1	-1.3
84	CCOC(=O)Cn1nc(C)c(NC(=O)COc2ccc(C)c(C)c2)c1C	0.1
85	Oc1cc2c(cc1CN1CCN(c3cccc(C(F)(F)F)c3)CC1)CCC2	0.7
86	COCCC(=O)N1CCC(n2nccc2NC(=O)c2ccccc2C)CC1	0.0
87	Cc1ccc(S(=O)(=O)N2CCC(C(=O)N3CCC(C(=O)NCc4cccnc4)CC3)CC2)cc1	5.5
88	CCCCn1c(O)c(/C=C2\C=NN=C2c2ccccc2)sc1=S	1.0
89	Cc1ccsc1C(=O)Nc1nc2ccccc2[nH]1	-0.4
90	Oc1ccc(N2CCN(Cc3ccc(OCCCN4CCCCC4)cc3)CC2)cc1	-0.7
91	CC(C)N1CCN(S(=O)(=O)c2ccccc2)CC1	3.7
92	CC1(C)CC(=O)c2c(O)c(-c3ccccc3)c(=O)n(-c3ccccc3)c2C1	0.8
93	O=C(COC(=O)CCCCCN=C1NS(=O)(=O)c2ccccc21)Nc1ccc(Cl)c(Cl)c1	-0.8
94	COc1ccc(CCn2c(O)c(C=Nc3cccc(F)c3)c(=O)[nH]c2=O)cc1OC	-1.0
95	Cc1cccc(NS(=O)(=O)c2ccc([N+](=O)[O-])cc2)n1	1.4
96	COc1ccc(NC(=O)CSc2nncc(=O)n2N)cc1OC	0.2
97	COC(=O)C1=C(C)N(Cc2ccccc2)C(=NCc2ccccc2)N[C@H]1c1ccccc1	-4.7
98	COc1ccc(C)cc1NC(=O)C(OC(=O)c1cnccn1)c1ccccc1 (stereo unspecified)	0.5
99	CC1CCCCC12NC(=S)N(c1ccccc1)N2 (stereo unspecified)	-1.5
100	CCOc1ccc(CC(C(N)=O)C(N)=O)cc1CN(C)C	0.1

Entries shown so far with a CF3 group, in the order listed:
cpd	Molecule	TTR transcr act
1	Cc1ncoc1C(=O)N1CCCC(C(=O)c2cccc(C(F)(F)F)c2)C1 (stereo unspecified)	-0.3
16	CC(C)CNC(=O)Cn1nc(C(F)(F)F)c2c1CCCC2	-0.6
20	CC(C)CN1C(=O)C[C@]2(C(=O)N(C)c3ccc(NC(=O)C(F)(F)F)cc32)C1c1ccccc1 (stereo partly specified)	-0.9
21	CCOC(=O)C1C(c2ccc(C)o2)NC(=O)NC1(O)C(F)(F)F (stereo unspecified)	0.4
52	C/C(CC(=O)Nc1ccc(Cl)cc1C(F)(F)F)=N\NC(=O)c1cccs1	-0.8
85	Oc1cc2c(cc1CN1CCN(c3cccc(C(F)(F)F)c3)CC1)CCC2	0.7

The results go on:
cpd	Molecule	TTR transcr act
101	O=C(Nc1ccc(Br)cc1)c1ccccc1CC[N+](=O)[O-]	-3.9
102	CCOC(=O)c1cnc2c(-c3ccccc3OC)c(C)nn2c1C	0.2
103	Cc1ccc(-c2noc(CCCC(=O)NC3CCCC3)n2)cc1	-2.3
104	C/C(=N\NC(=O)c1nn(C)cc1Br)c1cccc(NC(=O)C2CCCC2)c1	-0.2
105	C#Cc1ccc([C@@H]2C=C(C(=O)NCc3ccccc3)O[C@H](OCCCCO)C2)cc1	-4.0
106	Cc1noc(C)c1-c1ccc(C(=O)NC2CCCCC2)c2occc12	-2.2
107	Cc1ccc(C(=O)Nc2cccc3ccccc23)o1	-0.7
108	C#CCNC(=O)C[C@H]1C[C@@]2(C(=O)OC)C(=C[C@H](C3CCCC3)O[C@@H]2C)N(Cc2ccco2)C1=O	5.0
109	C(=N\Nc1nc2ccccc2[nH]1)/c1cccc2cccnc12	-1.5
110	CCOc1ccc(NC(=O)CN(C)C(=O)CCCOc2ccc(Cl)c(C)c2)cc1OCC	2.8

Quoted from above, compounds 109–110
cpd	Molecule	TTR transcr act
109	C(=N\Nc1nc2ccccc2[nH]1)/c1cccc2cccnc12	-1.5
110	CCOc1ccc(NC(=O)CN(C)C(=O)CCCOc2ccc(Cl)c(C)c2)cc1OCC	2.8

Following part.
cpd	Molecule	TTR transcr act
111	CCOC(=O)c1cn(Cc2ccccc2)nc1-c1ccccc1	1.1
112	O=C1c2ccsc2SCCN1Cc1ccc(Cl)cc1	1.2
113	Cc1c(C#N)sc2nc(-c3ccccc3)nc(N3CCCC3)c12	4.3
114	COc1ccc([C@H]2/C=C\CN(S(=O)(=O)c3cccc4cccnc34)[C@@H](C)C(=O)N2Cc2ccc(F)cc2)cc1	-3.9
115	CN(C(=O)CSc1ncnc2sc3c(c12)CCCC3)C1CCS(=O)(=O)C1 (stereo unspecified)	0.1
116	COCc1cc(C)nc(OCC(=O)N/N=C/c2cc(C)n(-c3c(C)cccc3C)c2C)c1C#N	2.1
117	O=C(NCc1ccccn1)c1ccc(OC2CCN(Cc3ccc(F)cc3F)CC2)cc1	-1.8
118	CSc1ncccc1C(=O)OCCCC(=O)c1ccc(F)cc1	0.8
119	COc1ccc(NC(=O)c2nnn(CC(=O)Nc3ccccc3OC)c2N)c(OC)c1	-0.9
120	CC(C)(C)n1nc2c(c1NC(=O)Cc1cccc3ccccc13)CS(=O)C2 (stereo unspecified)	1.6
121	CN(C)/C=C1\N=C(c2cccnc2Oc2ccc(Cl)cc2)OC1=O	0.4
122	CC(C(=O)NCC(=O)Nc1ccc(F)c(F)c1F)N1CCN(Cc2ccc(C#N)cc2)CC1 (stereo unspecified)	-0.7
